GLP1R cytotox: qHTS of GLP-1 Receptor Inverse Agonists: Cytotox Screen | HEK293 cAMP-luciferase reporter cells, luminescence, 24 h | Potency, µM (doses to about 38.3 µM), without a hit: top-dose activity change, negative = inhibition, most hits filed as inhibitors | 410,000 tested, 0.13% active | AID 624418, 2012;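 further: loss of luciferase light is scored as toxicity; potency means the concentration at half of the fitted maximal effect; on the % scale 0 is the no-effect control and ±100 the full control effect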
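Step one: seed cells (200 cells/uL, DMEM with 10% Nu serum, 1% pen-strep). Step two: 12-hour incubation at 37 deg C. Step three: pin 23 nL compound, incubate 24 hr. Step four: add luciferase reagent, read luminescence 12 min later.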
Mm-Cpn inhibitor: Inhibitors of TCP-1 ring complex (TRiC) of Methanococcus maripaludis (MmCpn): qHTS | Chaperonin Mm-Cpn (Methanococcus maripaludis) | purified Mm-Cpn ATPase, ADP Transcreener TR-FRET | Potency, µM (series often up to 76.9 µM), inactives show at the top dose activity, negative = inhibition, actives largely listed as inhibitors | 330,000 tested, 0.031% active | AID 504842, 2011; further: potency means the concentration at half of the fitted maximal effect; on the % scale 0 is the no-effect control and ±100 the full control effect; nearly all actives have a fitted effect of over 80% in size
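Measured: ADP formation by purified Mm-CPN. Conditions: 25 nM protein, 10 uM ATP, Tris pH 7.4 with Mg2+, K+ and DTT, 37°C for 30 min. Detection: Transcreener HTRF after 30 min at room temperature.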
TDP43 rescue: qHTS of TDP-43 Inhibitors; 410,000 tested, 1.8% active; TDP-43 expressing yeast growth rescue, BacTiter-Glo, 24 h; AID 652104, 2013; Potency, µM (titrated, usually from 46.1 µM), for the others: at the top dose growth rescue (activation), hits mostly activators; further: potency means the concentration at half of the fitted maximal effect; % of control where 0% means no effect; nearly all actives have a fitted effect of over 50% in size
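Galactose-induced TDP-43 yeast, OD600=0.02, compound pinned; 24 hr, 30 deg C; BacTiter-Glo luminescence for growth. Inhibitors of TDP-43 toxicity read as activators.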
PTHR1 agonist: qHTS for PTHR1 Agonists: Primary Screen; Parathyroid hormone/parathyroid hormone-related peptide receptor (Homo sapiens), Q03431; HEK293 GP2 PTHR1 cells, GloSensor cAMP luminescence, 1 h; Potency, µM (doses to about 115 µM), for the others: at the highest dose activation, actives largely listed as activators; 410,000 tested, 0.075% active; further: potency means the concentration at half of the fitted maximal effect; nearly all actives have a fitted effect of over 55% in size; some results filed as inactive show a strong effect at the top dose; inactives centre near -15; many of its hits are not listed in these tables
Target sequence (Q03431 whole entry, looked up): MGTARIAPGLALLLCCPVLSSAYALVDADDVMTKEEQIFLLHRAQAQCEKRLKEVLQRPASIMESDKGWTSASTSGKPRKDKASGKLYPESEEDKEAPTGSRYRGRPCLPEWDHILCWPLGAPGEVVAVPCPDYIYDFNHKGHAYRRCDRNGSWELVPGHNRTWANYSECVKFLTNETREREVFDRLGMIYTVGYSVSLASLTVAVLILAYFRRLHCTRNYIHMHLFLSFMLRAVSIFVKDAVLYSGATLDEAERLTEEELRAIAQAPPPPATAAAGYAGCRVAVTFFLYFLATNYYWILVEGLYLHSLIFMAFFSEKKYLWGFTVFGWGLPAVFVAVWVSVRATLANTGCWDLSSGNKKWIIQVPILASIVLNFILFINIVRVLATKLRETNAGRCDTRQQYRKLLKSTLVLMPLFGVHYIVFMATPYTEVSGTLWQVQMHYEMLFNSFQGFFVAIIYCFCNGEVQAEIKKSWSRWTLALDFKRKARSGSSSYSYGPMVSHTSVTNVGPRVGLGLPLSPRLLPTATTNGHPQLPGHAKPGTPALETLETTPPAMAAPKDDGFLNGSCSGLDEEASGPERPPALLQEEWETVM
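HEK-293-derived GP2 cells expressing PTHR1 and a GloSensor cAMP reporter, 3,000/well, plated overnight, given luciferin plus IBMX (each 0.5 mM as added) for 1 h at 37 °C, then compound for 1 h at 37 °C. Luminescence was read after 15 min at room temperature.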
aSyn yeast inh: qHTS of alpha-syn Inhibitors | AID 652106, 2013 | Yeast expressing alpha-synuclein, growth rescue, BacTiter-Glo, 24 h | 370,000 tested, 0.14% active | Potency, µM (highest dose often 46.1 µM), for the others: at the top dose growth rescue (activation), actives largely listed as activators; further: potency means the concentration at half of the fitted maximal effect; % of control where 0% means no effect; nearly all actives have a fitted effect of over 65% in size
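Readout is rescue of growth in alpha-synuclein-expressing yeast, so inhibitors of toxicity appear as activators. Growth after 24 hr at 30 deg C in galactose medium is quantified by luminescence.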
GLP-1R inv ag: qHTS of GLP-1 Receptor Inverse Agonists (Inhibition Mode) | 410,000 tested, 1.6% active | HEK293 GLP-1R CRE-luciferase, luminescence, 24 h; GLP-1R form is constitutively active | Potency, µM (series often up to 38.3 µM), without a hit: at the top dose activity change, negative = inhibition, hits mostly inhibitors; further: potency means the concentration at half of the fitted maximal effect; on the % scale 0 is the no-effect control and ±100 the full control effect; nearly all actives have a fitted effect of over 55% in size
Target sequence (P43220 whole entry, looked up): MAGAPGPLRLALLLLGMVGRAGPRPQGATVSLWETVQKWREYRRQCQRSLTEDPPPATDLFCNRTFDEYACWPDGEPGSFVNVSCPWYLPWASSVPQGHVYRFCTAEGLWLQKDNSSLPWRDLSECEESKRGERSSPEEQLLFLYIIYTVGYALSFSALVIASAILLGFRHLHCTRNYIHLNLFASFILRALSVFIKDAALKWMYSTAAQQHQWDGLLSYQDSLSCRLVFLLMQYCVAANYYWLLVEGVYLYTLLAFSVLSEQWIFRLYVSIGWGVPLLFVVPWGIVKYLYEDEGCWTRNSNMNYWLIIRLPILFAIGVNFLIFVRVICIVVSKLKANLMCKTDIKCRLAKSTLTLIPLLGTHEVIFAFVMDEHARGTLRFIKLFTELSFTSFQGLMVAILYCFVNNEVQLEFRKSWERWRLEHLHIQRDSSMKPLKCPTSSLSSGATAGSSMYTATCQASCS
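Luminescence readout: a drop in cAMP-driven luciferase signal flags inverse agonism at a constitutively active GLP-1R stably expressed in HEK293. Compound exposure lasted 24 hr at 37 deg C, 5% CO2.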
FUS yeast rescue: qHTS for Suppressors of FUS Proteinopathy: Primary screen using FUS-linked yeast assay; Potency, µM (doses to about 76.6 µM), inactives show at the highest dose growth rescue (activation), most hits filed as activators; 390,000 tested, 0.24% active; S. cerevisiae FUS-expressing, growth rescue, OD600, 24 h;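 further: potency means the concentration at half of the fitted maximal effect; plate controls were DMSO vehicle for no effect and reference control for full effect; nearly all actives have a fitted effect of over 55% in size; some results filed as inactive show a strong effect at the top dose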
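Toxicity suppression screen in FUS-yeast. Cells induced with 2% galactose, starting OD 0.005, treated 24hr at 30C with compounds at multiple final concentrations; growth by OD600.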
Abeta rescue: qHTS for compounds that reverse cellular toxicity of Amyloid beta (A-beta) peptide in yeast: Primary Screen; yeast expressing A-beta42, growth rescue, OD600, 48 h; response scale: 0% DMSO, 100% iron-clioquinol control; Potency, µM (highest dose often 46.1 µM), for inactives: at the top dose growth rescue, most hits filed as activators; 410,000 tested, 0.063% active; AID 1347071, 2019; further: potency means the concentration at half of the fitted maximal effect; nearly all actives have a fitted effect of over 55% in size
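Yeast A-beta toxicity model in growth medium with pinned compounds, 48 h at 30 C; growth read as absorbance at 600 nm. Normalized to FeCl3/clioquinol equimolar mix (positive) and DMSO (negative).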
pAkt inh: HTS Assay for Inhibitors of Akt Phophorylation: Primary Screen. Neuro2A IGF-stimulated pAkt S473 HTRF, 20 min; active compounds read low. activity change, % for hits at 50 µM. 360,000 tested, 0.32% active; in the data active means activity change below about -80%; inconclusive means mostly about -51% to -80%; further: on the % scale 0 is the no-effect control and ±100 the full control effect
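Single-point screen (50 µM final compound) in Neuro2A cells stimulated 20 min with 6 nM IGF at 37 deg C. After lysis, Ser473-phosphorylated Akt read by HTRF (ex 330 nm, em 615/665 nm) as the 665/615 ratio.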
* hit, by the source's call; i = inactive; u = inconclusive; x = not tested or not shown; [ ] = dose if it differs, or a comment. Unless noted, the call rests on the fitted dose curve; in most records, active means well fitted curve in the direction sought with a large enough effect; inconclusive means small, poorly fitted or top-dose-only effect, or another doubt; inactive means no such curve, though single readings can be large; an effect the other way counts as inactive or inconclusive. These rows are one share of the data (hit frequency here may not be typical).

molecule,TDP43 rescue,aSyn yeast inh,Mm-Cpn inhibitor,FUS yeast rescue,Abeta rescue,GLP-1R inv ag,GLP1R cytotox,PTHR1 agonist,pAkt inh
Cc1cccc(NC(=O)CS(=O)(=O)c2c[nH]c3ccccc23)c1C,1%,-1%,0%,7%,3%,-21%,1%,-17%,i
Cc1ccc(OC(C)C(=O)N(C)c2ccccc2)c([N+](=O)[O-])n1 (stereo unspecified),6%,8%,-1%,-9%,-10%,-9%,-16%,i,i
C[C@H](N)c1nnc(SCc2c(Cl)cccc2Cl)o1,-23%,x,3%,11%,19%,-6%,-3%,i,x
COc1ccc(/C=C(\NC(=O)c2ccccc2)C(=O)NCc2cccnc2)cc1,-4%,2%,-1%,7%,-1%,17%,4%,i,i
O=C(Nc1cccc(-n2cnnn2)c1)c1cccc(Cl)c1,12%,-3%,-1%,-12%,-2%,9%,-16%,-26%,x
O=C(CC1SC(=Nc2ccc(OC(F)F)cc2)N(CCN2CCOCC2)C1=O)Nc1ccccc1 (stereo unspecified),12%,1%,1%,-2%,2%,10µM*,-9%,i,i
O=S(=O)(c1ccccc1)N(CC1CO1)c1cc(Cl)ccc1Cl (stereo unspecified),-3%,9%,2%,-15%,-9%,-4%,4%,i,i
O=C(CCNS(=O)(=O)c1ccc2c(c1)CCCC(=O)N2)NCc1ccc(Cl)cc1,-1%,-11%,x,-11%,-7%,1%,-4%,-17%,x
O=C(c1ccoc1)N1CCN(c2cc(-c3ccccc3)nc3cc(-c4ccccc4)nn23)CC1,18µM*,-1%,x,33%,6%,u,-5%,i,i
COc1cc(-c2nc(CN(C)C(C)c3ccncn3)c(C)o2)ccc1F (stereo unspecified),-19%,-4%,-4%,21%,-11%,11%,10%,-17%,i
COc1ccc(S(=O)(=O)n2cccc2)cc1OC,-3%,9%,1%,-4%,-15%,137%[activator],14%,i,i
Cc1ccc2c(Cl)cc(Cl)c(OCC(=O)NC(C)(C)C)c2n1,21%,22%,0%,16%,-16%,u,1%,i,i
CN(C)S(=O)(=O)c1ccc(Cl)c(C(=O)OCC(=O)c2ccco2)c1,11%,7%,-1%,-17%,-1%,-3%,-11%,-8%,i
Cc1c(C=NNc2ccccc2)[nH]c(=O)[nH]c1=O,-7%,-10%,x,x,-1%,u,u,i,i
O=C(COC(=O)c1cccc(F)c1)Nc1ccc(Cl)cn1,16%,-5%,1%,-19%,-9%,8%,-7%,-22%,i
COc1ccc2c(c1)C=C(CN1CCN(Cc3ccccc3C)C(CCO)C1)CO2 (stereo unspecified),-7%,-1%,0%,13%,5%,u,-2%,-24%,i
Cc1ccc(Cl)cc1N1CCN(C(=O)Cn2nc(C)n3c(cc4sccc43)c2=O)CC1,5%,x,x,-16%,-16%,21%,16%,i,x
O=C(OCc1ccccc1)N1CCC2CC1c1cc(/C=C/CCCSc3ncccn3)ccc12 (stereo unspecified),19%,1%,x,37%,11%,u,3%,-52%[inhibitor],i
Cc1ccc(C(=O)CC2(O)C(=O)N(Cc3ccc4c(c3)OCO4)c3ccccc32)cc1 (stereo unspecified),24%,11%,1%,6%,-3%,-22%,-24%,-10%,i
COc1cc2c(cc1OC)C(=Cc1ccc(N(C)C)cc1)C=C2,-3%,1%,x,-6%,5%,103%[activator],u,-4%,i
O=P1(c2ccccc2)C=Cn2c1cc1c2CCCC1 (stereo unspecified),-11%,0%,0%,-7%,7%,5%,9%,i,i
COc1ccccc1C(=O)Nc1ccccc1SC,6%,0%,0%,20%,-12%,-2%,15%,i,i
Cc1ccc(C)c(Cn2nnc3c(=O)[nH]c(C4CCCN(S(=O)(=O)Cc5ccccc5)C4)nc32)c1 (stereo unspecified),8%,1%,-5%,14%,6%,0%,0%,i,i
CC(=O)N1CCc2cc(Br)cc(S(=O)(=O)NCCCN(C)Cc3ccccc3)c21,3%,-2%,-6%,8%,-1%,-7%,-6%,i,i
O=C(NNc1ccccc1[N+](=O)[O-])NC1CCCCC1,-24%,-4%,1%,8%,-17%,4%,0%,-13%,i
C[C@H](CO)N1C[C@H](C)[C@@H](CN(C)Cc2ccc(-c3ccccc3)cc2)Oc2c(NC(=O)Cc3ccccc3)cccc2C1=O,12%,-1%,1%,u,13%,u,-1%,i,i
CC(C)OC(=O)c1ccc(COC(=O)CNC(=O)c2ccco2)cc1,-13%,-1%,0%,11%,-2%,2%,3%,-1%,i
COc1cccc(CN(C)S(=O)(=O)c2cccs2)c1,21%,3%,2%,10%,19%,u,-10%,-16%,i
Nc1ccc(SCc2cccnc2)cc1,23%,3%,-1%,-3%,14%,6%,0%,i,i
CCOC(=O)c1c(C)[nH]c(C(=O)N(C)Cc2cccc(OC)c2OC)c1C,0%,-8%,1%,20%,-13%,9%,-3%,-42%[inhibitor],i
O=C(NCc1ccccn1)c1ccc(Cn2c(=S)[nH]c3ccc(Br)cc3c2=O)cc1,-18%,2%,-1%,13%,-6%,39%[activator][7.66 µM],9%[7.66 µM],i,i
COc1ccc(Cc2nc3c4cnn(-c5cccc(F)c5)c4ncn3n2)cc1,0%,x,x,-24%,-9%,1%,2%,i,x
O=C(CCOc1ccccc1)Nc1ccc(Br)cc1,27%,0%,-1%,3%,8%,u,-15%,i,i
CCc1ccc2oc(C(=O)NC3CCS(=O)(=O)C3)cc(=O)c2c1 (stereo unspecified),0%,0%,-2%,11%,0%,26%,4%,-22%,i
COc1ccccc1OCc1ccc(C(=O)N(C)C)o1,2%,7%,-1%,36%,1%,0%,-7%,i,i
Cc1ccc(S(=O)(=O)N2CCC(C(=O)OCC(=O)NCc3ccco3)CC2)cc1C,-11%,6%,1%,10%,1%,13%,9%,u,i
O=C1CCCN1C(=O)COc1cc(F)ccc1[N+](=O)[O-],-3%,-1%[1.84 µM],0%,-5%,-3%,18%,-4%,5%,i
CC(C)c1nc2oc3c(N(C)CCO)ncnc3c2c2c1CCC2,21%,-1%,1%,-7%,-5%,65%[activator],-1%,i,i
CC(C)NC(=O)COc1ccc(S(=O)(=O)N(C)Cc2ccccc2)cc1,16%,3%,3%,-11%,-1%,5%,1%,-20%,i
CCNC(=O)C1(C)CCCN(Cc2cccc3c2OCCO3)C1 (stereo unspecified),20%,-8%,x,-14%,-19%,0%,1%,i,i
CCOC(CNC(=O)C1CCN(S(=O)(=O)c2ccc3nc4c(c(C(=O)O)c3c2)CC(C)CC4)CC1)OCC (stereo unspecified),-5%,-4%,0%,28%,0%,17%,-1%,i,i
Cc1ccc2nc(SCc3nc(-c4ccccc4C)no3)[nH]c2c1,u,x,x,20%,5%,u,-4%,-40%[inhibitor],x
O=C(NCC(c1ccco1)N1CCOCC1)c1ccc([N+](=O)[O-])cc1 (stereo unspecified),9%,4%,0%,1%,6%,2%,-4%,i,i
Cc1c(C(=O)N(C)C2CC(C)(C)NC(C)(C)C2)oc2c(F)cccc12,22%,-4%,2%,x,-2%,u,6%,-19%,i
Cc1nonc1NC(=O)Nc1cccnc1,u,5%,2%,9%,3%,17%,4%,22%[57.5 µM],i
CCOC(=O)C(C)(C)C(=O)C(C)(C)C(O)c1ccccn1 (stereo unspecified),-7%,0%,1%,18%,18%,-7%,-3%,-5%[57.5 µM],u
Cc1ccc(C(=O)Nc2ccc(F)c(S(=O)(=O)N3CCOCC3)c2)s1,21%,-7%,1%,0%,-7%,-11%,-4%,-40%[inhibitor],i
Cc1ccc(OCCNC(=O)CNC(=O)c2ccccc2Cl)cc1,u,3%,1%,x,6%,0%,-6%,i,i
O=C(NC(c1ccccc1)c1ccc2ccccc2n1)C1CCN(CCOc2ccc(Cl)cc2Cl)CC1 (stereo unspecified),10%,-46%[inhibitor],x,u,-5%,u,u,-13%,i
N#Cc1c(-c2ccc(F)cc2)cc(-c2cccs2)nc1SCC(=O)O,3%,-20%,-5%,-13%,-18%,-18%,-18%,i,i
O=C1CCc2cc(S(=O)(=O)N3CCN(c4ccc(F)cc4)CC3)cc3c2N1CC3,9%,-7%,-2%,-5%,-2%,31%[activator],14%,i,i
Cc1ccc(SCCC(=O)NCc2ccncc2)cc1,0%,-4%,2%,-12%,3%,9%,8%,-32%[inhibitor],i
CCc1cc(C(=O)N2CCCC(Nc3ccc(F)c(F)c3)C2)n(C)n1 (stereo unspecified),19%,1%,-1%,x,-8%,-1%,-5%,i,i

Screening data as filed in PubChem.
